High-throughput results deposited in PubChem BioAssay by The Scripps Research Institute Molecular Screening Center.
OX1R antag-1 = antagonists of human orexin 1 receptor | AID 434989 | O43613 | inhibition, % at 5 µM | CHO/OX1R cells, Fluo-8 calcium fluorescence, orexin A | actives 0.43% (n = 330,000);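 active = inhibition above its plate's threshold, mean inhibition of all tested compounds on the plate plus 3 SD, cut at about 37% in these data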;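 note: 0% = orexin A challenge wells and 100% = SB-334867-A antagonist wells; not every result past the cut was called active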
Target sequence (O43613 whole entry, looked up): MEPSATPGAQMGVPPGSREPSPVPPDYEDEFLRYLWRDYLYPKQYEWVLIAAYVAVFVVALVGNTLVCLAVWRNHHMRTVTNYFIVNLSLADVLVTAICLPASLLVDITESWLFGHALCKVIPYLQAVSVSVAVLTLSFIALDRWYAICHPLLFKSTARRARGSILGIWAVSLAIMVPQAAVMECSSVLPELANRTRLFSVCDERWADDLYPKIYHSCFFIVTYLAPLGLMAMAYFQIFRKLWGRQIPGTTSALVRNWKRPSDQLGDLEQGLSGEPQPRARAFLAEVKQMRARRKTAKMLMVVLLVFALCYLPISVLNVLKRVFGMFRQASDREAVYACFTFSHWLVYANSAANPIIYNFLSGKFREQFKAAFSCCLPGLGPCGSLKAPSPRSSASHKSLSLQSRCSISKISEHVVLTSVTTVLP
OX1R antag-2 = OX1R (human) antagonism; O43613; OX1R-expressing cells, FRET antagonist read-out; inhibition, % at 6.6 µM; actives 1.8% (n = 330,000); AID 485270; in the data active = inhibition mostly above about 38%, no sharp cut-off; inactive = mostly below about 40%;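 note: 0% = agonist challenge alone and 100% = reference antagonist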
* marks the source's active call; other numbers are inactive results.

Screening Cc1ccc(S(=O)(=O)Nc2cccc(C(=O)NCCCN3CCOCC3)c2)cc1F returned OX1R antag-1 -15 and OX1R antag-2 17.
Cc1ccc(NC(=O)c2ccccc2OCC(=O)c2ccc(F)cc2)cc1 was read as OX1R antag-1 -16 and OX1R antag-2 5.
O=C1c2cccc3cccc(c23)C(=O)N1c1nncs1 was read as OX1R antag-1 -25 and OX1R antag-2 75*.
`O=C(c1cccc(F)c1)N1CCN(C(=O)c2cc(-c3ccc(Cl)cc3Cl)on2)CC1` gave OX1R antag-1 -30 and OX1R antag-2 -1.
COc1ccc(-c2nnc(SCc3ccc(C(=O)O)cc3)n2N)cc1 was read as OX1R antag-1 -3 and OX1R antag-2 9.
`CCC(=O)N(C(=O)CC)N1CCN(c2ccncc2S(=O)(=O)N2CCCCC2)CC1` gave OX1R antag-1 -31 and OX1R antag-2 14.
`O=C(O)CCCCCNc1ncnc2ccc(Br)cc12` gave OX1R antag-1 -11 and OX1R antag-2 4.
`CC1CCCC(C)N1/N=C/c1ccc(O)cc1` (centres undefined) gave OX1R antag-1 1 and OX1R antag-2 4.
CC(/C=N/NC(=O)c1cc(-c2ccc3ccccc3c2)n[nH]1)=C\c1ccco1 was read as OX1R antag-1 -22 and OX1R antag-2 10.
Screening CC(C)Cc1nnc(NC(=O)CSc2nc(O)c(-c3ccccc3)c(=O)[nH]2)s1 returned OX1R antag-1 -5 and OX1R antag-2 18.
O=C(CCC1CCCC1)N1CCN(C(=O)C2CC2)CC1 was read as OX1R antag-1 -8 and OX1R antag-2 27.
CCOc1cc(C(=O)N(C)Cc2cc3ccccc3[nH]c2=O)cc(OCC)c1OCC was read as OX1R antag-1 -23 and OX1R antag-2 27.
`CCCCC(=O)Nc1cc(C)c2c(=O)oc3ccccc3c2n1` gave OX1R antag-1 -29 and OX1R antag-2 1.
`Fc1ccccc1Nc1n[nH]c(=S)s1` gave OX1R antag-1 -17 and OX1R antag-2 14.
Screening CC(=O)Oc1c(C)c(C)c2c(c1C)CC[C@@](C)(CCC[C@H](C)CCC[C@H](C)CCCC(C)C)O2 returned OX1R antag-1 -13 and OX1R antag-2 12.
Screening C#Cc1cccc(-n2nnc(C(=O)OC)c2-c2ccccc2)c1 returned OX1R antag-1 -21 and OX1R antag-2 18.
`COCCn1c(SCc2ccc(C(=O)OC)o2)nc2ccccc2c1=O` gave OX1R antag-1 -10 and OX1R antag-2 7.
`Cc1cc(S(=O)(=O)Nc2c(C)nc3nc[nH]n3c2=O)ccc1F` gave OX1R antag-1 6 and OX1R antag-2 14.
N=c1oc2cc(O)ccc2cc1C(=O)Nc1ccc(Cl)cc1 was read as OX1R antag-1 15 and OX1R antag-2 17.
CC(=O)Nc1ccc(S(=O)(=O)Nc2cc(C)cn(Cc3ccccc3)c2=O)cc1 was read as OX1R antag-1 -6 and OX1R antag-2 3.
Screening O=C(NC(=O)c1ccccc1)NC(=O)c1ccccc1 returned OX1R antag-1 -22 and OX1R antag-2 8.
Screening FC(F)(F)c1cc(CCN2CCNC[C@H]2Cc2cccc3ccccc23)cc(C(F)(F)F)c1 returned OX1R antag-1 -4 and OX1R antag-2 12.
For O=C1OCCC1Sc1nc2ccccc2c(=O)n1Cc1ccc(F)cc1 (centres undefined) the results were OX1R antag-1 -18 and OX1R antag-2 13.
For COc1cc(NS(=O)(=O)c2ccc(N/C=C\C(=O)c3ccc(OC)c(OC)c3)cc2)nc(OC)n1 the results were OX1R antag-1 -33 and OX1R antag-2 40.
Screening O=[N+]([O-])c1ccccc1/C=N/Nc1nc(N2CCCC2)nc(N2CCCC2)n1 returned OX1R antag-1 -26 and OX1R antag-2 20.
`Cc1cnc(C(=O)Nc2ccccc2-n2cccc2)cn1` gave OX1R antag-1 -27 and OX1R antag-2 20.
CC(C)(C)NS(=O)(=O)c1ccc(NC(=O)CS(=O)(=O)Cc2ccccc2)cc1 was read as OX1R antag-1 3 and OX1R antag-2 8.
Screening CCCn1nc(C(=O)N2CCN(c3ccccn3)CC2)c2ccccc2c1=O returned OX1R antag-1 -27 and OX1R antag-2 14.
Screening CN1CCc2c(sc3c2c(NCc2ccco2)nc2nnnn23)C1 returned OX1R antag-1 -36 and OX1R antag-2 18.
COc1ccnc(Oc2ccccc2)c1C(=O)N/C=N/OCc1ccccc1F was read as OX1R antag-1 -26 and OX1R antag-2 12.
CCCN1C2CCCC1CC(NC(=O)c1ccccc1)C2 (centres undefined) was read as OX1R antag-1 -9 and OX1R antag-2 15.
Cc1cccc(NC(=S)N(CCN(C)C)Cc2cccs2)c1 was read as OX1R antag-1 -8 and OX1R antag-2 10.
`O=C(CSc1nc2ccccc2[nH]1)Nc1ccccc1N1CCOCC1` gave OX1R antag-1 38 and OX1R antag-2 75.
Screening Cc1ccccc1S(=O)(=O)Cc1ccc(C(=O)NC2CCCCC2)o1 returned OX1R antag-1 -13 and OX1R antag-2 19.
`O=C(Nc1ccc(Cl)cn1)Nc1ccccc1F` gave OX1R antag-1 -10 and OX1R antag-2 20.
`Cc1cc(C)nc(NS(=O)(=O)c2ccc(NC(=O)c3ccccc3C)cc2)n1` gave OX1R antag-1 16 and OX1R antag-2 -3.
For O=C(/C=C/c1ccc(OC(F)F)cc1)OCC(=O)N1CCc2ccccc21 the results were OX1R antag-1 1 and OX1R antag-2 19.
COc1ccccc1C(=O)NNC(=O)c1cccc(C)c1 was read as OX1R antag-1 -14 and OX1R antag-2 -1.
CC(C)Oc1ccc(S(=O)(=O)N2CCOCC2)cc1NC(=O)C1CCCC1 was read as OX1R antag-1 -26 and OX1R antag-2 4.
Screening CC(=O)Nc1nonc1-c1nc2ccccc2n1Cc1ccccn1 returned OX1R antag-1 -13 and OX1R antag-2 27.
For O=C(Nc1cccc(S(=O)(=O)N2CCCC2)c1)c1cc(S(=O)(=O)N2CCOCC2)ccc1F the results were OX1R antag-1 -9 and OX1R antag-2 18.
Screening CCCc1nc(N)nc2c1C(=O)CC(C)(C)C2 returned OX1R antag-1 -10 and OX1R antag-2 12.
For Cc1cc(C)cc(-n2cc(C(=O)O)c(=O)cc2C)c1 the results were OX1R antag-1 -5 and OX1R antag-2 25.
For CCOC(=O)c1ccc(NC(=O)C(C)NS(=O)(=O)c2ccc(OC)cc2)cc1 (centres undefined) the results were OX1R antag-1 -8 and OX1R antag-2 29.
Cn1cc(C(=O)N2CCN(c3cccc(Cl)c3)CC2)c(=O)c2cc(S(=O)(=O)N3CCOCC3)ccc21 was read as OX1R antag-1 -14 and OX1R antag-2 16.
For CN(CCc1ccccn1)C(=O)CCC1CCCN(C(=O)c2ccccn2)C1 (centres undefined) the results were OX1R antag-1 -1 and OX1R antag-2 15.
Cc1cc(N)n(-c2ccc(S(N)(=O)=O)cc2[N+](=O)[O-])n1 was read as OX1R antag-1 -10 and OX1R antag-2 41.
Screening COc1ccc2[nH]c(=O)c(CN(C)C(=O)C3CCCCC3)cc2c1 returned OX1R antag-1 -9 and OX1R antag-2 28.
N#CCSc1nnc(-c2cnccn2)n1Cc1ccccc1 was read as OX1R antag-1 -3 and OX1R antag-2 13.
`CCN(c1ccccc1)S(=O)(=O)c1ccc2[nH]cc(C(=O)N3CCOCC3)c(=O)c2c1` gave OX1R antag-1 2 and OX1R antag-2 8.
`O=C(c1ccc2oc(CCCc3ccccc3)nc2c1)N1CCCC1` gave OX1R antag-1 -6 and OX1R antag-2 3.
Cc1nc2ccccc2c(=O)n1/N=C/c1ccccn1 was read as OX1R antag-1 -2 and OX1R antag-2 -4.
`CC(=O)Oc1ccc(C(=O)Nc2cccnc2)cc1` gave OX1R antag-1 -3 and OX1R antag-2 2.
`O=C(CN1C(=O)C2CC=CCC2C1=O)OCC(=O)c1ccc(Cl)c([N+](=O)[O-])c1` (centres undefined) gave OX1R antag-1 1 and OX1R antag-2 16.
`CNC(=O)CSc1nnc(-c2cc(C)cc(C)c2)o1` gave OX1R antag-1 -14 and OX1R antag-2 2.
For O=C(CSc1nnc(CNc2cccc(Cl)c2)o1)OC1CCCCC1 the results were OX1R antag-1 4 and OX1R antag-2 26.
For COc1cc(-c2nnc(SCC(=O)/C(C#N)=C(\C)N)o2)cc(OC)c1OC the results were OX1R antag-1 -6 and OX1R antag-2 12.
Screening CCOc1cc(C)c(Cl)cc1S(=O)(=O)n1cnc2ccccc21 returned OX1R antag-1 -22 and OX1R antag-2 2.
Cc1ccc(NC(=O)c2ccccn2)cc1S(=O)(=O)N1CCOCC1 was read as OX1R antag-1 -12 and OX1R antag-2 17.
`COc1ccc(OCCC(=O)Nc2ccccc2)cc1` gave OX1R antag-1 -13 and OX1R antag-2 2.
COc1ccccc1-c1c(C)nn2c(-c3ccccc3)cc(C)nc12 was read as OX1R antag-1 -9 and OX1R antag-2 29.
`O=C(C1CCCO1)N(Cc1ccccc1)c1ccccc1` (centres undefined) gave OX1R antag-1 -7 and OX1R antag-2 3.
`O=C(Nc1cccc(C(F)(F)F)c1)c1ccc(-n2cncn2)nc1` gave OX1R antag-1 -10 and OX1R antag-2 6.
For COc1ccc(S(=O)(=O)NC(C(=O)NCCc2ccccn2)C(C)C)cc1 (centres undefined) the results were OX1R antag-1 -9 and OX1R antag-2 17.
`O=C(/C=C/c1ccc(Cl)cc1)N1CCN(c2ccccc2[N+](=O)[O-])CC1` gave OX1R antag-1 -21 and OX1R antag-2 3.
`COc1ccc(/C=C/C(=O)Oc2cccc(/C=N/NC(=O)Cc3ccc(Br)cc3)c2)cc1` gave OX1R antag-1 -11 and OX1R antag-2 20.
For Cc1ccc(S(=O)(=O)Cn2nnnc2C(CC(C)C)N2CCN(C(=O)c3ccco3)CC2)cc1 (centres undefined) the results were OX1R antag-1 -29 and OX1R antag-2 16.
CC(C)C(C(=O)Nc1cccnc1)N1C(=O)c2ccccc2C1=O (centres undefined) was read as OX1R antag-1 -20 and OX1R antag-2 16.
Screening CSc1ncccc1C(=O)OCC(=O)NC(=O)NCCC(C)C returned OX1R antag-1 -13 and OX1R antag-2 9.
For COc1ccc(S(=O)(=O)NCCCn2ccnc2)cc1C(C)(C)C the results were OX1R antag-1 -41 and OX1R antag-2 -4.

2 records picked at random from the list so far:
For COc1ccc(S(=O)(=O)NCCCn2ccnc2)cc1C(C)(C)C the results were OX1R antag-1 -41 and OX1R antag-2 -4.
`COc1ccc(/C=C/C(=O)Oc2cccc(/C=N/NC(=O)Cc3ccc(Br)cc3)c2)cc1` gave OX1R antag-1 -11 and OX1R antag-2 20.

Gathered by group: the compounds so far containing an aryl methoxy group
COc1ccc(-c2nnc(SCc3ccc(C(=O)O)cc3)n2N)cc1 was read as OX1R antag-1 -3 and OX1R antag-2 9.
For COc1cc(NS(=O)(=O)c2ccc(N/C=C\C(=O)c3ccc(OC)c(OC)c3)cc2)nc(OC)n1 the results were OX1R antag-1 -33 and OX1R antag-2 40.
COc1ccnc(Oc2ccccc2)c1C(=O)N/C=N/OCc1ccccc1F was read as OX1R antag-1 -26 and OX1R antag-2 12.
COc1ccccc1C(=O)NNC(=O)c1cccc(C)c1 was read as OX1R antag-1 -14 and OX1R antag-2 -1.
For CCOC(=O)c1ccc(NC(=O)C(C)NS(=O)(=O)c2ccc(OC)cc2)cc1 (centres undefined) the results were OX1R antag-1 -8 and OX1R antag-2 29.
Screening COc1ccc2[nH]c(=O)c(CN(C)C(=O)C3CCCCC3)cc2c1 returned OX1R antag-1 -9 and OX1R antag-2 28.
For COc1cc(-c2nnc(SCC(=O)/C(C#N)=C(\C)N)o2)cc(OC)c1OC the results were OX1R antag-1 -6 and OX1R antag-2 12.
`COc1ccc(OCCC(=O)Nc2ccccc2)cc1` gave OX1R antag-1 -13 and OX1R antag-2 2.
COc1ccccc1-c1c(C)nn2c(-c3ccccc3)cc(C)nc12 was read as OX1R antag-1 -9 and OX1R antag-2 29.
For COc1ccc(S(=O)(=O)NC(C(=O)NCCc2ccccn2)C(C)C)cc1 (centres undefined) the results were OX1R antag-1 -9 and OX1R antag-2 17.
`COc1ccc(/C=C/C(=O)Oc2cccc(/C=N/NC(=O)Cc3ccc(Br)cc3)c2)cc1` gave OX1R antag-1 -11 and OX1R antag-2 20.
For COc1ccc(S(=O)(=O)NCCCn2ccnc2)cc1C(C)(C)C the results were OX1R antag-1 -41 and OX1R antag-2 -4.
